# From PubChem
# PrPC TRFRET – reduces human prion protein on the cell surface; inhibition, % at 13.8 µM; P04156; 0.43% of 370,000 active; cell surface PrPC, TR-FRET read-out; in the data active = inhibition above about 24%; also: 0% = median of the test wells and 100% = reference compound wells
# * marks the source's active call; other numbers are inactive results; & = joins results of further samples. This is a subset; the hit share may differ from the screen's.
SMILES,PrPC TRFRET
COC1C(O)CCC2(CO2)C1C1(C)OC1CC=C(C)C (stereo not drawn),-1.5
Cc1cccc(C)c1NC(=O)C(c1cc2ccccc2o1)N1CCC(c2ccccc2)CC1 (stereo not drawn),-2.2
O=C(CN1CCCc2ccccc21)NCc1ccc(F)cc1,7.0
COc1ccc(C(=O)N[C@@H]2CC[C@@]34CCCN3C(=O)CCC[C@H]4[C@H]2C)cc1,-2.2
CCCC[C@H](C(=O)N(CC)c1ccccc1)[C@@H](O)c1ccc(C(C)=O)cc1,-6.3
CCCCCNC(=O)C(c1cccc2ccccc12)n1c(=O)c(-c2ccccc2)nc2ccccc21 (stereo not drawn),8.0
Cc1ccc(C(=O)N(C)[C@H]2C[C@H]3c4[nH]c5c(-c6ccccc6)cccc5c4CCN3C(=O)[C@H]2[C@H](C)O)cc1,3.9
COC(=O)[C@]12C[C@H](CC(=O)N3CCCCC3)C(=O)N(CCC3=CCCCC3)C1=C[C@H](C(C)C)O[C@@H]2C1CC1,29.5*
O=C(CSc1nc2ccccc2o1)NN=C/C=C/c1ccccc1,7.0
Cc1ccc(Cn2cc(CN3[C@H](Cc4ccccc4)COc4cc(Br)ccc4S3(=O)=O)nn2)cc1,-8.4
COC(=O)c1cc2c(c3c4cc(C)ccc4n(S(=O)(=O)c4cccc(C)c4)c13)C(=O)N(C)C2,13.9
CSCCC(C(=O)Nc1c(C)cccc1C)n1c(-c2cc(C)cs2)nc2ccccc21 (stereo not drawn),19.9
COC(=O)c1cc(S(=O)(=O)N2CCN(C(=O)C3CCCO3)CC2)cn1C (stereo not drawn),4.8
CC1(C)C=C2C(N(CC3CC3)C(=N)N2C(=O)OCc2ccccc2)n2c(=O)n(-c3ccccc3)c(=O)n21 (stereo not drawn),9.2
CCN(CC)C(=O)Cn1c2ccccc2c2nc3n(c(=O)c21)CCS3,-0.1
O=C(CSc1nnc(COc2ccccc2)n1-c1ccccc1)Nc1ccc2c(c1)OCO2,9.6
C[C@H]1[C@@H](NC(=O)C(c2ccccc2)c2ccccc2)CC[C@@]23CCCN2C(=O)CCC[C@@H]13,-7.1
C=CCN1C[C@@H](COCc2ccccc2)Oc2cc(F)ccc2S1(=O)=O,8.7
CC(C(=O)NC1CCCC1)n1c(-c2ccccn2)nc2ccccc21 (stereo not drawn),0.2
COC(=O)C1=C(C)N(Cc2cccc(C(F)(F)F)c2)C(=NCC2CC2)NC1c1cccc(C(F)(F)F)c1 (stereo not drawn),-17.6
CCCCCCCCN1C(=O)[C@@H](CC(=O)NCc2cccs2)C[C@@]2(C(=O)OC)C1=C[C@H](C(C)(C)C)O[C@@H]2C,-5.1
COC(=O)C1=CC[C@@H](NC(=O)OC(C)(C)C)[C@H](O)[C@H]1O[Si](C)(C)C(C)(C)C,2.0
NCCCC(C(=O)O)N(C(=O)OCc1ccccc1)C(=O)OCc1ccccc1 (stereo not drawn),-6.6
Cc1ccc(-c2cc(-c3nnc(SCC(=O)N4c5ccccc5Sc5ccc(Cl)cc54)n3N)[nH]n2)cc1,4.3
CCOC(=O)N1CCN(c2ncnc3c2cnn3-c2ccc(Cl)cc2)CC1,-1.1
CC(C)C[C@H](NC(=O)c1cccs1)C(=O)N1CCC[C@H]1C(=O)NCc1ccccc1,-0.9
CCOC(=O)[C@@]12CN(C(=O)OC(C)(C)C)CC=C1N(Cc1ccc(OC)cc1)C(=O)[C@H]2CC(=O)NCCC(C)C,-0.7
CN1CCCCC(NC(=O)c2ccccn2)C1=O (stereo not drawn),-5.0
C[C@H]1[C@H](c2ccccc2)Oc2cccc(N3CCCC3)c2S(=O)(=O)N1Cc1cccc(F)c1,-0.3
Cc1ccccc1CN1C(=O)CSCC1(C)C(=O)NC(C)C (stereo not drawn),5.7
CCNC(=O)C[C@@H]1CC[C@@H]2NC[C@@H](O)COC[C@H]2O1,-5.0
COc1cc(N2CCC(O)CC2)ccc1Nc1cc(Nc2ccccc2S(=O)(=O)C(C)C)c2cc[nH]c2n1,-17.2
S=C(NCc1ccc(Cl)cc1)OC1CCC12CCC(c1ccccc1)CC2 (stereo not drawn),0.6&-7.5
CCCCCn1nnnc1C1(C)CCCCC(=O)N1Cc1ccco1 (stereo not drawn),6.0
CC1CCN(C(=O)c2ncn3c2C(=O)N[C@H](C)C3)CC1,-0.4
O=S(=O)(CC1NCc2cc(F)ccc21)NC1CCCC1 (stereo not drawn),-6.3
C[C@@H]1CN(c2ccc(N3CCNC[C@@H]3C)cc2C#N)C[C@H](C)O1,-6.4
CCOC(=O)CC[C@@H]1CC[C@]2(CCCN(Cc3ccc(Cl)cc3)C2)O1,-2.3
CC(C)CNC(=O)OCc1cn(Cc2ccc(Cl)cc2)nn1,3.6
O=C(N[C@H](C(=O)N1CCC[C@H]1C(=O)NCCc1ccccc1Cl)c1ccccc1)c1ccccc1,4.7
Cc1ccc(CNC2CCC23CCC(c2ccccc2)CC3)o1 (stereo not drawn),2.0
CCCCCCN(C(=O)CCCCCN1C(=O)NC(c2ccc(-c3ccccc3)cc2)C(C(=O)OCc2ccccc2)=C1C)C(C(=O)NCCCC)c1ccc(-c2ccccc2)cc1 (stereo not drawn),3.0
COc1cccc(C(=O)Nc2ccc(C(=O)NCC3COc4ccccc4O3)cc2)c1 (stereo not drawn),-4.6
Cc1cc(C)cc([C@H]2C[C@]34CN(Cc5ccccc5)S(=O)(=O)[C@H]3C[C@H]2O4)c1,8.5
CN(CCO)c1cccc2c1S(=O)(=O)N(Cc1cn(Cc3cccc(F)c3)nn1)Cc1ccccc1O2,-2.8
C=CCN1C(=O)[C@@H](CC(=O)NCc2ccc(C)o2)[C@]2(C(=O)OCC)CCCCC/C=C/12,2.9
Nc1[nH]c(C(=O)c2ccccc2)c(-c2ccc(Br)cc2)c1C(=O)c1ccccc1,6.1
CC(C)(C)S(=O)(=O)N1C[C@@H]2CC(=O)C=C2[C@H]1CCO,14.7
C[C@@H]1CCN(C2CC2)S(=O)(=O)c2c(cccc2N2CCC[C@@H]2C)O1,-4.8
COc1cc(C(=O)N2CCC(N3CCN(C)CC3)CC2)ccc1Nc1ncc2c(n1)N(C)c1ccccc1C(=O)N2C,-8.5
CC(C)CC(=O)c1c(O)cc(O)c2c1OC1=C(C(=O)C(C)(C)C(=O)C1(C)C)C2CC(C)C (stereo not drawn),4.7
COC(=O)/C=C1\OCc2c(F)cccc21,6.8
CCCC(=O)N1CCC[C@]2(CC[C@H](CCC#N)O2)C1,-12.4
COc1ccc(C(C(=O)Nc2c(C)cccc2C)N2CCN(C)CC2)cc1 (stereo not drawn),-4.7
COC(=O)[C@]12C[C@H](CC(=O)N3CCOCC3)C(=O)N(Cc3ccco3)C1=C[C@H](C1CCCC1)O[C@@H]2C,2.7
CC(C)CNC(=O)OCc1cn(Cc2ccccc2C(F)(F)F)nn1,-0.9
CC(C)(C)N(NC(=O)NCCCl)C(=O)c1ccccc1Cl,15.0
COc1cccc(C2CC(OCCF)=CC(=O)O2)c1 (stereo not drawn),-2.9
C[C@@H]1ON(C)[C@H]2C[C@H]3c4cc(-c5cc6ccccc6o5)ccc4CCN3C[C@@H]12,3.4
COC(=O)[C@@]12CCCCC3=C1N(CCC3)C(=O)[C@H]2CC(=O)NCCc1ccccc1OC,-12.3

# (listing goes on)
SMILES,PrPC TRFRET
CCCCCNC(=O)C(c1ccc(-c2ccccc2)cc1)n1c(=O)c(-c2cc3ccccc3[nH]2)nc2ccccc21 (stereo not drawn),0.6
C[C@H]1COc2cc(Br)ccc2S(=O)(=O)N1Cc1cn(Cc2ccc(Cl)cc2)nn1,-0.9
CC(=O)CC[C@H]1CC[C@]2(CCCN(S(=O)(=O)C3CCCCC3)C2)O1,1.3
COC(=O)C1=C(C)N(Cc2cccc(C(F)(F)F)c2)C(=NCc2ccccc2C(F)(F)F)NC1c1ccc(Cl)cc1 (stereo not drawn),-5.2
CN1C2=N[C@@H](c3ccc4c(c3)OCO4)CC(=O)N2/C(=C\c2ccccc2)[C@@H]1c1ccccc1,11.1
C[C@H]1CCCN1c1ccc2c(c1)O[C@@H]1CCN(C1)S2(=O)=O,-6.7
Cc1cc(-c2n[nH]c(=S)n2N=Cc2cccc(Oc3ccccc3)c2)n[nH]1,-4.7
CC1(C(=O)NCc2ccccc2)CN(S(C)(=O)=O)CC(=O)N1C1CC1 (stereo not drawn),-7.6
O=C1CCC2(CCC(c3ccc(Cl)cc3)CC2)N1CCO (stereo not drawn),3.7
COC(=O)[C@H](CC(C)C)N(CCc1cn(Cc2ccccc2)nn1)S(=O)(=O)c1ccccc1Br,4.5
CCCCOCCCNC(=O)C[C@H]1C[C@@]2(C(=O)OC)C(=C[C@H](C(C)C)O[C@@H]2C2CC2)N(CCC2=CCCCC2)C1=O,-0.3
CCCCCCCCN1C(=O)[C@H](CC(=O)NCCCOC)C[C@@]2(C(=O)OC)CC(C)(C)CC=C12,0.3
Cn1cc([C@]2(O)C(=O)Nc3ccc(Br)cc32)c2ccccc21,-10.7
O=C(NCc1ccccc1)C1C(c2ccccc2)=Nc2ccccc2N1C(=O)c1cnccn1 (stereo not drawn),-21.4
COCCNC(=O)c1c(N)[nH]c(C(=O)c2ccc(Br)cc2)c1-c1ccc(Br)cc1,-5.2
COc1ccc(OC)c(S(=O)(=O)N2CCC(c3cn4ccccc4n3)CC2)c1,-1.4
CC(C)(C)c1ccc(S(=O)(=O)N2CCC(C(=O)NCCC3=CCCCC3)CC2)cc1,3.6
Cc1cc(C)c(S(=O)(=O)N2C[C@H]3CON(C)[C@H]3C[C@H]2c2ccc(-n3ccnc3)cc2)c(C)c1,2.0
Cc1cc(N2CCN(C(=O)OC(C)(C)C)C[C@H]2C)ccc1N1CCN(Cc2ccccc2)[C@@H](C)C1,2.2
CC1(C(=O)Nc2ccc3c(c2)OCCO3)CSCC(=O)N1CCOc1ccccc1 (stereo not drawn),2.7
CC(C)(C)c1ccc(C#C[C@@H]2C=C[C@H](O)[C@@H](COC(=O)Nc3ccccc3)O2)cc1,1.3
COC(=O)C1CN(Cc2ccc(F)cc2)CCS(=O)(=O)N1Cc1ccc(OC)cc1 (stereo not drawn),1.1
COC(=O)[C@]12C[C@H](CC(=O)N3CCOCC3)C(=O)N(Cc3ccc4c(c3)OCO4)C1=C[C@H](C(C)C)O[C@@H]2C1CC1,-5.3
COc1cccc(C=NNC(=O)CSc2nc3ccccc3[nH]2)c1O,4.5
Cc1cc(N2CCN(S(C)(=O)=O)C[C@H]2C)ccc1N1CCN(Cc2ccccc2)[C@H](C)C1,-2.9
CCCCNS(=O)(=O)CC1NCc2cc(F)ccc21 (stereo not drawn),10.3
Cc1cc(OC(C)CCN2CCC(C(O)(c3ccccc3)c3ccccc3)CC2)ccc1Br (stereo not drawn),-18.9
Cc1ccc(OCCn2c(CCNC(=O)c3ccc(F)cc3F)nc3ccccc32)cc1,1.6
O=C(NCc1cccs1)C1CCC(CNS(=O)(=O)c2cccc3cccnc23)CC1 (stereo not drawn),-8.3
COC(=O)[C@]12C[C@H](CC(=O)NCC3CCCCC3)C(=O)N(CCc3ccc(OC)c(OC)c3)C1=C[C@H](C1CCCC1)O[C@@H]2C,-3.1
CCC(=O)c1c(CC)c2n3c1=CC[C@H]3CC(Br)C=2 (stereo partly drawn),-1.4
CC(C)(C)c1ccc(-c2nnc3n2N=C(c2ccc(-c4ccccc4)cc2)CS3)cc1,4.1
Cc1ccc(S(=O)(=O)Nc2ccc(F)c(F)c2O)cc1,-3.1
CCOC(=O)[C@@]12CCCC3=C1N(CCC3)C(=O)[C@H]2CC(=O)NCCCOC,-2.0
CCC[C@H](/C=C/C(=O)OC(C)(C)C)Sc1ccc(N)cc1,-3.0
O=C(Nc1ccc(Br)cc1)OCCN1C(=O)CCC12CCC(c1ccccc1)CC2 (stereo not drawn),-2.1
N[C@H](C(=O)N[C@@H](Cc1ccccc1)C(=O)N1CCC2CCN(S(=O)(=O)c3ccccc3)CC21)c1ccccc1 (stereo partly drawn),1.5
CC1=CC2(C(Cc3ccccc3)N(CC3CC3)C(=NC(=O)c3ccccc3)N2C(=O)OCc2ccccc2)n2c(=O)n(-c3ccccc3)c(=O)n2C1 (stereo not drawn),2.5
O=C(CCc1ccccc1-c1ccccc1CCNC(=O)c1c(F)cccc1F)NCc1ccccc1,5.8
COc1ccc([C@H]2OC(=O)C[C@H]2C(=O)N2CCN(C(=O)C3CCCO3)CC2)cc1OC (stereo partly drawn),-7.2
C=CCNCc1ccc(OC)cc1OC,-6.0
COc1cc(-n2c(C)nc3cc(C(=O)N4CC(C)CC(C)C4)ccc32)cc(OC)c1OC (stereo not drawn),5.4

# Part of the list above, reformatted:
molecule	PrPC TRFRET
Cc1cc(OC(C)CCN2CCC(C(O)(c3ccccc3)c3ccccc3)CC2)ccc1Br (stereo not drawn)	-18.9
Cc1ccc(OCCn2c(CCNC(=O)c3ccc(F)cc3F)nc3ccccc32)cc1	1.6
O=C(NCc1cccs1)C1CCC(CNS(=O)(=O)c2cccc3cccnc23)CC1 (stereo not drawn)	-8.3
COC(=O)[C@]12C[C@H](CC(=O)NCC3CCCCC3)C(=O)N(CCc3ccc(OC)c(OC)c3)C1=C[C@H](C1CCCC1)O[C@@H]2C	-3.1
CCC(=O)c1c(CC)c2n3c1=CC[C@H]3CC(Br)C=2 (stereo partly drawn)	-1.4
CC(C)(C)c1ccc(-c2nnc3n2N=C(c2ccc(-c4ccccc4)cc2)CS3)cc1	4.1
Cc1ccc(S(=O)(=O)Nc2ccc(F)c(F)c2O)cc1	-3.1
CCOC(=O)[C@@]12CCCC3=C1N(CCC3)C(=O)[C@H]2CC(=O)NCCCOC	-2.0
CCC[C@H](/C=C/C(=O)OC(C)(C)C)Sc1ccc(N)cc1	-3.0
O=C(Nc1ccc(Br)cc1)OCCN1C(=O)CCC12CCC(c1ccccc1)CC2 (stereo not drawn)	-2.1
N[C@H](C(=O)N[C@@H](Cc1ccccc1)C(=O)N1CCC2CCN(S(=O)(=O)c3ccccc3)CC21)c1ccccc1 (stereo partly drawn)	1.5
CC1=CC2(C(Cc3ccccc3)N(CC3CC3)C(=NC(=O)c3ccccc3)N2C(=O)OCc2ccccc2)n2c(=O)n(-c3ccccc3)c(=O)n2C1 (stereo not drawn)	2.5
O=C(CCc1ccccc1-c1ccccc1CCNC(=O)c1c(F)cccc1F)NCc1ccccc1	5.8
COc1ccc([C@H]2OC(=O)C[C@H]2C(=O)N2CCN(C(=O)C3CCCO3)CC2)cc1OC (stereo partly drawn)	-7.2
C=CCNCc1ccc(OC)cc1OC	-6.0
COc1cc(-n2c(C)nc3cc(C(=O)N4CC(C)CC(C)C4)ccc32)cc(OC)c1OC (stereo not drawn)	5.4
